# PKA-R2B activ: activates the human PKA-R2B holoenzyme complex; AID 504700; activation, % at 11.4 µM; hit rate 0.079% among 340,000; PKA-R2B holoenzyme dissociation, Cy5-IP20 fluorescence polarization; R2B truncated from residue 108, S112A mutant; 0% DMSO only, 100% 113 µM cGMP;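 active = activation above a cutoff set at the mean over all compounds plus 3 SD, cut at about 18% in these data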;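 also: higher means more holoenzyme dissociation and a rise in polarization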
# Target sequence (P31323 whole entry, looked up, other chains not shown, the tested form may be a part): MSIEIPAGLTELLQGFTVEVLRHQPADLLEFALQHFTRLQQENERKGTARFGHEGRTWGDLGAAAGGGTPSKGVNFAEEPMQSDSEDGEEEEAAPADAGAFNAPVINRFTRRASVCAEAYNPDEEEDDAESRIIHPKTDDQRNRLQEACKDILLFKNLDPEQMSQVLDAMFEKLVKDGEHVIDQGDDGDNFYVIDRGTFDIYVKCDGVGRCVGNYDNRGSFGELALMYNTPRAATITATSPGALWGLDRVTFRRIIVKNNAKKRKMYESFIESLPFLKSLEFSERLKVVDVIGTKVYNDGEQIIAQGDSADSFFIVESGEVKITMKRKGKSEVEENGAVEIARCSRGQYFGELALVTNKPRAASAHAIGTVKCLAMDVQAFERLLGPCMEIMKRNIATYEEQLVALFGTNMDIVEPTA
# MOR-DOR inv ag: inverse agonist of human OPRM1-OPRD1 heterodimerization | cell-based MOR-DOR heterodimer luminescence, inverse agonism | P35372+P41143 | inhibition, % at 9.3 µM | hit rate 0.21% among 340,000; in the data active = inhibition above about 22%, passing the limit was not always enough;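 also: 0% = cells with DMSO and 100% = wells without cells with DMSO; values of inactives mirror those of a sister screen read the other way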
# PKA-R1A act: activators of PKA-R1A complex; PKA-R1A dissociation, Cy5-IP20 fluorescence polarization; scaled: DMSO 0%, 113 µM cGMP 100%; AID 504707; hit rate 0.083% among 340,000; activation, % at 11.4 µM; P00514+P68181;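 active = percent activation above the mean of all tested compounds plus 3 SD, cut at about 19% in these data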;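 also: higher means more PKAc released from R1A so a rise in polarization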
# MOR-DOR ag: agonists of human mu-delta opioid receptor heterodimerization; cells, OPRM1-OPRD1 heterodimerization, luminescence; activation, % at 9.3 µM; hit rate 0.3% among 340,000; AID 504326; in the data active = activation above about 18%;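 also: 0% = vehicle-treated cells and 100% = reference agonist; values of inactives mirror those of a sister screen read the other way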
# HTR5A inv ctr: HTR5A inverse agonism, opioid heterodimer counter-screen | P47898 | HTR5A cell line, luminescence | inhibition, % at 9.3 µM | hit rate 0.083% among 340,000; in the data active = inhibition mostly above about 23%, no sharp cut-off; inactive = mostly below about 18%;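 also: 0% = cells with DMSO and 100% = no-cell wells with DMSO; some compounds called inactive have numbers as strong as hits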
# HTR5A ag ctr: HTR5A agonism, opioid heterodimer counter-screen. activation, % at 9.3 µM. hit rate 0.61% among 340,000. HTR5A agonist assay, luminescence, cell-based. P47898. AID 504692; in the data active = activation mostly above about 9.5%, no sharp cut-off; inactive = mostly below about 7.6%;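 also: 0% = cells with vehicle only and 100% = reference agonist; strong numbers were not always called active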
# V-ATPase pH: yeast V-ATPase proton transport regulation by pHLuorin. S. cerevisiae, pHLuorin cytosolic pH fluorescence. response, % at 10 µM. hit rate 0.37% among 350,000; in the data active = response mostly above about 7.3%, no sharp cut-off; inactive = mostly below about 5.4%; also: actives read high; inactives centre near 0; some compounds called inactive have numbers as strong as hits; reference of the scale not given here
# DAGLB inh: diacylglycerol lipase beta (human) inhibition | Q8NCG7 | HEK293T DAGLB membrane lysate, EnzChek fluorogenic substrate | inhibition, % at 5.17 µM | hit rate 0.059% among 340,000 | AID 504411; in the data active = inhibition above about 34%;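 also: 0% = enzyme with vehicle and 100% = wells lacking enzyme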
# Target sequence (Q8NCG7 whole entry, looked up): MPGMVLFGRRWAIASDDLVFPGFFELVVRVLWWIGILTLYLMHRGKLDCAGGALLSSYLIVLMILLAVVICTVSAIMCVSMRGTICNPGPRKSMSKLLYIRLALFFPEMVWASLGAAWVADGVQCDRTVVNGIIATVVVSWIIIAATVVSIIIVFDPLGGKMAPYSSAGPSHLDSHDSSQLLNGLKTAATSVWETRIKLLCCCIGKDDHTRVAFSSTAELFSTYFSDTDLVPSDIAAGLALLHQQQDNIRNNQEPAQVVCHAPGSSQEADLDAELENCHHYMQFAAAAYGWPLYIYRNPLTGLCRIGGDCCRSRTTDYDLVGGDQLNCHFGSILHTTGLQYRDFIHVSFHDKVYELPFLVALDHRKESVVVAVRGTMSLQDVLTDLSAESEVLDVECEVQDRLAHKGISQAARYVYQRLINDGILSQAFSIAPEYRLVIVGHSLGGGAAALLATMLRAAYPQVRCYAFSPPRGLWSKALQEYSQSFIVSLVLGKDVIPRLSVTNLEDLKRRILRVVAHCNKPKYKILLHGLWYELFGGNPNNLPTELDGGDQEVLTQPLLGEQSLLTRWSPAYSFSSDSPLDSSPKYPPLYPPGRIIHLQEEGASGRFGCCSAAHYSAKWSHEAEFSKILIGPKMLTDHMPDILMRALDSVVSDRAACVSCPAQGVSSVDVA
# Arrestin-AP2 inh: blocks beta-arrestin peptide binding to AP2 adaptin; FITC-arrestin peptide / GST-AP2 beads, flow cytometry; AP2 beta2 appendage carries R879A mutation; inhibition, % at 10 µM; hit rate 0.31% among 340,000;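 active = inhibition above a set limit, near 3 SD of compounds lacking own fluorescence, cut at about 54% in these data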;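 also: plate controls were DMSO wells for no effect and 5 µM unlabelled arrestin peptide for full effect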
#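 System: GST-tagged AP2 beta2-adaptin appendage (R879A) on 4 µm glutathione beads / Reagent: FITC-arrestin peptide, 50 nM / Detection: HyperCyt-sampled flow cytometry, FL1 channel, ex 488/em 535 nm / Timing: 12 min plus 1 h, RT / Buffer or medium: PBS plus Tween 20 (0.05%) and BSA (0.1%)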
# Pemphigus Ab inh: human desmoglein-3 autoantibody binding inhibition; P32926; DSG3-coupled beads, scFv-anti-DSG3-GFP binding, flow cytometry; stronger effect = lower value; binding (percent of control), % at 10 µM; hit rate 0.48% among 310,000; AID 588358;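 active = binding more than 3 SD below its plate's average and above zero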;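 also: hits lower antibody fragment binding to DSG3; some compounds called inactive have numbers as strong as hits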
# The depositor's hits bear a star; x = not tested or not shown. Not a hit list; about 2.4% have a hit in one of these screens.
SMILES,PKA-R2B activ,MOR-DOR inv ag,PKA-R1A act,MOR-DOR ag,HTR5A inv ctr,HTR5A ag ctr,V-ATPase pH,DAGLB inh,Arrestin-AP2 inh,Pemphigus Ab inh
CC(CO)Nc1nc(SCc2ccccc2)nc2sc3c(c12)CCC3 (configuration not stated),-20.2,-0.8,-3.0,0.2,-5.7,1.9,-3.5,-3.8,4.5,x
CSc1cccc(NC(=O)COC(=O)C2CCN(S(=O)(=O)c3ccccc3)CC2)c1,5.2,16.7,-14.7,-4.2,0.0,0.0,-5.3,-2.9,2.5,x
CCCS(=O)(=O)N1CCCC(C(=O)N2CCN(c3ccccc3)CC2)C1 (configuration not stated),-4.7,10.9,6.7,-1.9,-9.1,-1.0,-0.9,0.6,7.0,108.1
Cc1cccc(N2CCN(C(=O)c3cc4c(=O)n(C)c5ccccc5c4n3C)CC2)c1C,-5.1,18.4,-3.0,-3.7,3.9,-1.5,-2.8,-1.1,5.6,102.3
N#Cc1cc2c(=O)n3ccccc3nc2n(-c2ccc(Cl)cc2)c1=O,-3.6,16.6,-1.7,-3.3,4.0,11.4,-3.5,0.4,3.3,100.2
COc1ccc(C(=O)N2CCC(NC(=O)C(Cc3ccccc3OC)NC(C)=O)CC2)cc1 (configuration not stated),1.2,19.0,6.4,-3.5,-11.6,4.1,2.9,-1.5,26.0,106.5
O=C(Nc1ccccc1Cl)Nn1cnnc1,-1.5,9.6,-1.8,-1.4,-5.6,-3.5,-1.4,-2.0,17.3,100.9
O=C1CCN(S(=O)(=O)c2ccccc2)CCN1CCOCc1ccc(C(F)(F)F)cc1,-8.7,4.0,-1.8,-0.7,-11.5,4.5,3.8,-0.2,0.5,104.0
CC(=O)c1ccc(NC(=O)C(C)N(C)CC(=O)Nc2ccc(Cl)cc2)cc1 (configuration not stated),9.0,-0.9,-5.5,0.2,5.1,-1.8,0.6,-1.1,-5.3,108.2
CC1=CCC2C(=O)N(c3cccc(C(=O)Nc4ccc(Cl)cc4)c3)C(=O)C2C1 (configuration not stated),-19.8,-13.7,-9.6,2.6,-11.7,1.7,0.3,-3.4,-12.5,111.5
COc1cc(C2C(C(C)=O)=C(C)Nc3ncnn32)ccc1O (configuration not stated),6.4,4.4,7.5,-0.8,3.8,1.8,4.0,2.6,11.4,100.9
COc1ccc(NC(=O)/C(C#N)=C/c2c(C)nn(-c3ccc(F)cc3)c2Cl)cc1Cl,-4.3,-14.0,0.0,2.6,-9.3,2.7,-1.3,-2.3,1.1,132.9
O=C(NCn1cnccc1=O)c1ccccc1,-5.0,14.8,-5.4,-2.8,14.5,-1.1,3.5,-1.0,-1.3,98.9
COc1c(C)cc(C(=O)C2CCCN(Cc3cccc4nccnc34)C2)cc1C (configuration not stated),-14.0,-2.1,-0.5,0.3,0.9,0.9,0.3,-2.1,0.5,107.4
CCOc1ccccc1N1CCN(C(=O)NCc2ccc(F)cc2)CC1,0.6,1.4,-2.0,-0.3,-35.6,-0.7,-1.3,-8.4,-8.8,99.5
Cc1nn(CCC(=O)NCc2ccc(N(C)C)cc2)c(=O)c2nn(-c3ccccc3)c(C)c12,4.6,11.9,2.2,-2.4,7.5,-7.0,-2.9,-0.5,3.9,89.2
N#CC(C#N)=C1C=CC=CN1/C(=C\c1ccco1)C(=O)c1ccc(Cl)cc1,-4.3,33.7*,-19.5,-6.5,25.1,-5.9,-1.9,2.5,6.8,108.3
N[C@@H](Cc1ccccc1)C(=O)N1CCC(C(=O)NCC(=O)NCC(=O)O)CC1,-4.2,5.3,-0.3,-1.0,0.7,-0.2,2.0,-2.6,-6.2,97.9
CN1c2ccccc2N(C)C1c1ccc2c(c1)OCO2,-0.5,10.6,-1.3,-2.1,-15.1,4.9,-1.5,1.8,-5.3,x
Cc1cc(C)c(S(=O)(=O)Nn2cnnc2)c(C)c1,7.3,7.0,-4.6,-1.4,-24.3,2.7,-1.9,-2.6,47.1,x
Nc1ccc2c(c1)nc(Cc1ccccc1)n2CCO,2.4,-3.9,-5.4,0.5,16.2,-6.1,2.5,-0.6,-0.4,103.2
Cc1ccc(-c2n[nH]c(=S)c3ccccc23)cc1,2.8,-3.1,-9.6,0.6,0.9,-0.3,0.6,-5.0,-2.3,91.5
CN(CCO)c1ccc(-c2n[nH]c(=O)c3ccccc23)cc1[N+](=O)[O-],-4.4,19.4,6.8,-3.8,-5.4,1.5,2.5,2.2,-11.4,91.3
CC(NC(=O)NC(=O)c1cccc(Cl)c1)c1ccccc1 (configuration not stated),-4.1,-5.2,-3.4,1.6,0.3,2.7,-5.6,-3.9,19.6,107.4
Cc1onc(-c2ccccc2)c1C(=O)NC(C)c1ccc2c(c1)OCO2 (configuration not stated),4.4,3.1,-5.0,-0.6,0.9,3.6,-1.7,-2.2,-5.2,101.5
COc1ccc(N(CC(=O)NCc2ccc(F)cc2)S(=O)(=O)c2c(C)noc2C)cc1,-11.6,6.2,9.1,-1.2,3.7,-0.7,2.4,2.0,1.6,112.6
CC(NC(=O)COC(=O)/C(=C/c1cccs1)c1cccs1)c1ccccc1 (configuration not stated),-12.6,2.6,-4.8,-0.5,18.6,4.0,-3.2,-2.6,-0.5,86.2
CCSc1nnc([C@H](Cc2ccccc2)NC(=O)OC(C)(C)C)o1,-0.3,14.9,-5.4,-3.0,13.3,-2.8,2.2,-4.9,-9.4,93.8
O=S(=O)(c1cccs1)N1CN(Cc2ccco2)c2nc3ccccc3nc21,-9.5,10.9,-5.9,-2.2,-3.2,1.1,0.7,-0.9,-4.8,100.2
CCCc1nc2oc(C(=O)OCC)c(N)c2c2c1COC(C)(C)C2,6.2,11.6,-0.5,-2.4,0.2,-0.8,4.5,2.1,3.4,101.3
CCOC(=O)C(O)(CC(=O)c1ccc(Cl)cc1)C(=O)OCC,-10.0,4.5,1.8,-1.0,11.9,-4.7,7.3,0.0,14.4,x
COc1cc(S(=O)(=O)NCCCn2ccnc2)ccc1F,-5.5,7.0,-5.0,-1.4,14.4,10.2,3.0,0.9,2.7,115.8
COc1ccc(OC)c(NC(=O)c2cccc3c2C(=O)N(C2CCCCC2)C3)c1,-1.6,2.2,-0.8,-0.4,-18.0,-3.7,-0.2,-4.8,5.5,101.8
O=C(NCCc1nc(-c2ccccc2Cl)no1)c1ccccc1,-8.8,8.8,-5.7,-1.5,-8.2,3.0,5.2,-4.5,17.7,97.2
CSCCC(NC(=O)C1CCC(C)CC1)C(=O)NCCN1CCC(C)CC1 (configuration not stated),-15.9,6.5,-18.7,-1.2,-7.9,-1.0,0.6,-3.1,-9.1,98.4
COc1ccc(C2=NOC(Cn3nc(-c4ccccc4)cc3C(=O)NCc3ccc(C)cc3)C2)cc1 (configuration not stated),-4.7,13.0,8.0,-2.4,-19.4,-1.8,-0.8,-8.9,-0.2,99.3
CC(C)CNC(=O)COC(=O)c1cc(S(=O)(=O)N2CCCCC2)ccc1N1CCOCC1,9.6,5.8,-3.1,-1.0,11.0,-4.0,0.4,0.1,1.0,106.5
Cc1cccc2c3c([nH]c12)CCN(C)C3,1.9,-2.4,-9.8,0.5,-7.5,2.0,-3.2,0.3,18.3,100.4
Cc1c(N=NC2=C(O)CC(C)(C)CC2=O)cc2c(c1[N+](=O)[O-])C(C)(C)CC2(C)C,5.8,3.0,-4.1,-0.6,-4.9,5.8,-7.1,-3.0,1.8,92.9
Cc1c(C=Nc2ccc(S(=O)(=O)CCO)cc2)c(O)[nH]c(=O)c1C#N,-7.1,13.8,-12.3,-2.8,-4.2,2.0,1.5,-1.4,-1.7,107.3

# Gathered by group: the compounds so far containing a nitro group on carbon.
SMILES,PKA-R2B activ,MOR-DOR inv ag,PKA-R1A act,MOR-DOR ag,HTR5A inv ctr,HTR5A ag ctr,V-ATPase pH,DAGLB inh,Arrestin-AP2 inh,Pemphigus Ab inh
CN(CCO)c1ccc(-c2n[nH]c(=O)c3ccccc23)cc1[N+](=O)[O-],-4.4,19.4,6.8,-3.8,-5.4,1.5,2.5,2.2,-11.4,91.3
Cc1c(N=NC2=C(O)CC(C)(C)CC2=O)cc2c(c1[N+](=O)[O-])C(C)(C)CC2(C)C,5.8,3.0,-4.1,-0.6,-4.9,5.8,-7.1,-3.0,1.8,92.9

# Continued.
SMILES,PKA-R2B activ,MOR-DOR inv ag,PKA-R1A act,MOR-DOR ag,HTR5A inv ctr,HTR5A ag ctr,V-ATPase pH,DAGLB inh,Arrestin-AP2 inh,Pemphigus Ab inh
O=C(NCCCN1CCCCC1)C1CCC(CNS(=O)(=O)c2cccc3nsnc23)CC1 (configuration not stated),5.6,10.8,-10.3,-2.0,9.4,-1.8,0.6,0.2,-0.8,102.7
Nc1cc(N)nc(SCC(=O)Nc2ccc3c(c2)OCCCO3)n1,-0.9,-16.5,14.0,2.8,-37.6,-2.0,3.8,-4.6,-9.9,99.8
COc1cc([N+](=O)[O-])ccc1N1C(=O)C2C3C=CC(C4CC34)C2C1=O (configuration not stated),-1.2,10.5,-3.5,-2.1,-4.5,4.5,-2.1,-1.5,6.1,105.6
C[C@]12c3[nH]c4cc(-c5ccco5)ccc4c3CCN1C(=O)[C@@H](CC(=O)NCCCn1ccnc1)C[C@@H]2C(=O)N1CCOCC1,1.8,16.2,2.3,-3.2,9.0,-2.6,2.0,0.6,0.2,95.2
Cc1cc2cc(CNS(=O)(=O)c3ccccc3)ccc2n1C,-3.0,-1.5,0.3,0.2,-4.8,-5.5,-1.7,14.2,6.7,86.1
Cc1noc(/C=C/c2ccco2)c1S(=O)(=O)N1CCC(C(=O)Nc2ccc(Cl)cn2)CC1,1.3,-12.9,-4.2,2.9,-13.3,0.2,-0.4,-25.1,33.5,94.2
O=S(=O)(c1ccc(C(F)(F)F)cc1)N1CCN(CCOc2ccccc2)CC1,-12.2,-6.4,2.6,1.2,11.9,-4.9,7.6,-5.8,-6.0,94.7
C[C@@]12C(=O)Nc3ccc(Cl)cc3C(=O)N1[C@H]1c3cc(Cl)ccc3OC[C@@H]1[C@@H]2c1ccccc1,2.1,-24.5,3.8,4.5,-1.0,0.4,3.9,-5.1,6.8,99.8
C[C@H](NC(=O)C1CCN(S(=O)(=O)c2ccccc2)CC1)C(=O)NCc1ccco1,-7.3,5.5,-7.9,-1.0,-34.8,3.8,-0.5,0.1,-9.4,97.9
CC(=O)Nc1ccc(NC(=O)C(C)OC(=O)CCc2c[nH]c3ccccc23)cc1 (configuration not stated),-9.6,2.9,-11.7,-0.4,5.2,-2.0,0.1,3.4,1.6,-14.8
CCc1ccc(NC(=O)C(=O)N/N=C(\C)CC(=O)Nc2ccc(OC)cc2)cc1,-8.9,12.8,-3.7,-2.5,24.5,-9.9,-0.8,-0.7,37.1,99.6
O=C1NC(Cc2ccc(O)cc2)c2nc3cc(Cl)ccc3c(=O)n2-c2cc(Cl)ccc21 (configuration not stated),0.0,3.5,-2.4,-0.8,-11.4,3.0,5.2,5.4,41.3,101.5
O=C(CN1CCN(S(=O)(=O)c2ccc(C(F)(F)F)cc2)CC1)N1CCNC1=O,-5.3,11.4,-4.3,-2.6,-9.0,3.6,-2.8,-2.6,6.2,111.7
CCC(Cc1ccccc1)NC(=O)CN1C(=O)CSc2ncccc21 (configuration not stated),-12.6,4.9,-1.3,-1.0,-5.4,1.8,0.8,1.7,-8.4,111.8

# From PubChem BioAssay
